KCNQ2 block: KCNQ2 potassium channel inhibitors, primary screen, cell-based, CHO-K1, FluxOR thallium flux, B-score (AID 2156); 310,000 compounds, 1.1% hits; Potassium voltage-gated channel subfamily KQT member 2 (Rattus norvegicus), O88943; B-score at 10 µM; 20 min; hits give low values;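 active = fluorescence ratio B-score at most minus 3 library SDs, with starting brightness B-score within 2 library SDs, cut at about -5.5 in these data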
Kir21 inh: inhibitors of mouse Kir2.1 inward-rectifier potassium channel | AID 1672, 2009 | HEK293-Kir2.1, FluxOR thallium flux fluorescence; hits give low values | 310,000 compounds, 0.85% hits | B-score at 10 µM;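 active = fluorescence ratio B-score at or below minus 3 SD of library scores, with starting-brightness B-score within 2 SD, cut at about -4.2 in these data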;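 note: channel flux triggered by added potassium and thallium sulfate stimulus; B-score of peak minus minimum fluorescence over baseline after thallium stimulus; more negative B-score means stronger Kir2.1 block with less thallium influx; some compounds called inactive have numbers as strong as hits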
Target sequence (P35561 whole entry, looked up): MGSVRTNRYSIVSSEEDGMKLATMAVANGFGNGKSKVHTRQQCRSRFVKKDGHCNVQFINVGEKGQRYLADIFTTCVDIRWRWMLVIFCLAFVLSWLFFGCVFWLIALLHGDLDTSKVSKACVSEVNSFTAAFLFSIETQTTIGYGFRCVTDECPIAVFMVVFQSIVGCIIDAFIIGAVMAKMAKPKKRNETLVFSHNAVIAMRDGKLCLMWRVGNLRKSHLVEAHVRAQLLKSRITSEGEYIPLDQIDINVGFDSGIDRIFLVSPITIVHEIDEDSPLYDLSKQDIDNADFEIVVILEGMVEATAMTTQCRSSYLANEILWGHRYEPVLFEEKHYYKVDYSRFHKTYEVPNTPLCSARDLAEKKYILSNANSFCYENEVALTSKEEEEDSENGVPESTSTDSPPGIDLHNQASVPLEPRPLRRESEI
An asterisk follows results filed as active; i = inactive.

The opening seven records, to show the layout:
KCNQ2 block,Kir21 inh,SMILES
i,-1.5,Cc1cc(C)c2c(=O)n(CC(=O)N3CCC(Cc4ccccc4)CC3)sc2n1
i,0.2,Cc1ccc(NC(=S)NCC(O)c2ccccc2)c(C)c1 (stereo unspecified)
i,-1.2,CCCCn1nc2cc(C(=O)NC3CCCc4ccccc43)ccc2c1OCC (stereo unspecified)
i,-0.11,O=C(Nc1nnc(CCN2CCCCC2)s1)c1ccccc1
i,0.11,O=C(NCCN1CCCCC1)c1ccc(=O)oc1
i,-0.12,CC(C)C(O)(C#CCN1CCCCC1)C(C)C
i,-0.07,CCC(=O)Oc1ccc2oc(=O)cc(C)c2c1

The list itself, previewed entries included:
KCNQ2 block,Kir21 inh,SMILES
i,-1.5,Cc1cc(C)c2c(=O)n(CC(=O)N3CCC(Cc4ccccc4)CC3)sc2n1
i,0.2,Cc1ccc(NC(=S)NCC(O)c2ccccc2)c(C)c1 (stereo unspecified)
i,-1.2,CCCCn1nc2cc(C(=O)NC3CCCc4ccccc43)ccc2c1OCC (stereo unspecified)
i,-0.11,O=C(Nc1nnc(CCN2CCCCC2)s1)c1ccccc1
i,0.11,O=C(NCCN1CCCCC1)c1ccc(=O)oc1
i,-0.12,CC(C)C(O)(C#CCN1CCCCC1)C(C)C
i,-0.07,CCC(=O)Oc1ccc2oc(=O)cc(C)c2c1
i,-0.3,CCOC(=O)N1CCN(C(=O)CN2C(=O)COc3ccc(S(=O)(=O)N4CCOCC4)cc32)CC1
-5.8*,1.1,CCN(CC)S(=O)(=O)c1cc(NC(=O)CN2C(=O)NC3(CCCc4ccccc43)C2=O)ccc1C (stereo unspecified)
i,2.5,O=C(/C=C/c1ccccc1)N1CCN(S(=O)(=O)c2ccc(F)cc2)CC1
i,-1.7,CN(C(=O)COC(=O)c1ccc(=O)n(Cc2ccccc2)n1)C1CCS(=O)(=O)C1 (stereo unspecified)
i,0.13,Cc1ccccc1OCc1nnc(SCc2cc(=O)[nH]c3ccccc23)n1-c1ccccc1
i,-2.1,Cc1ccc(S(=O)(=O)N2CCC(=O)N(CCOCc3ccc(Cl)cc3)CC2)cc1
i,-0.05,FC(F)Sc1ccc(-n2cc(-c3ccccc3)[n+]3c2CCC3)cc1
i,1,Cc1cc([N+](=O)[O-])ccc1NC(=O)c1cccc(NC(=O)C(C)C)c1

Whole records from above. Order of values: KCNQ2 block, Kir21 inh
Profile of CCN(CC)S(=O)(=O)c1cc(NC(=O)CN2C(=O)NC3(CCCc4ccccc43)C2=O)ccc1C (stereo unspecified) → -5.8*, 1.1
Profile of FC(F)Sc1ccc(-n2cc(-c3ccccc3)[n+]3c2CCC3)cc1 → i, -0.05
Profile of Cc1ccc(NC(=S)NCC(O)c2ccccc2)c(C)c1 (stereo unspecified) → i, 0.2

(next part)
KCNQ2 block,Kir21 inh,SMILES
i,0.02,Cc1cccc(C(=O)NN/C=C/C(=O)c2ccccc2)c1
i,-0.21,Cc1[nH]c2ccccc2c1/C=N/NC(=O)c1cc(-c2ccccc2)n[nH]1
i,-0.23,C[C@H]1CNC(=O)C(=O)N1C[C@H](Cc1ccc(O)cc1)NC(=O)CC12CC3CC(CC(C3)C1)C2
i,-0.88,COc1ccc2c(c1)C(=O)C(=O)N2CCS(=O)(=O)c1ccccc1
i,0.01,Cc1ccc(CN2CCN(Cc3cnc(N4CCOCC4)s3)CC2CCO)cc1 (stereo unspecified)
i,-1.7,COC(=O)c1ccc(Cn2nnc3c(=O)[nH]c(C4CCCN(S(=O)(=O)c5cccc(Cl)c5)C4)nc32)cc1 (stereo unspecified)
i,-0.24,CCOC(=O)C1CCCN(C(=O)Cn2cccc2C(=O)c2ccccc2)C1 (stereo unspecified)
i,-0.92,COc1ccc(NC(=S)Nn2cnnc2)cc1OC
i,0,CCN(CC)C(=O)c1ccc(-c2nnc(OC)c3ccccc23)cc1
i,1.3,O=C(Cc1ccc(Br)cc1)N1CCN(C(=O)c2ccco2)CC1
i,-0.98,COc1ccc(OC)c(CN(CCN2CCOCC2)C(=O)Nc2cccc(Cl)c2)c1
i,-0.62,O=C(OCC(=O)N(C1CCCCC1)C1CCCCC1)c1ccncc1
i,0,CCc1ccc(C(=O)COC(=O)CNC(=O)c2ccc(N3C(=O)c4ccccc4C3=O)cc2)cc1
i,0.71,CCn1c(-c2ccccc2Cl)nn(CC(=O)NCCc2ccccc2)c1=S
i,-1.4,Cc1ccc(C)c(NCC(=O)c2ccc(Cl)cc2)c1

(listing goes on)
KCNQ2 block,Kir21 inh,SMILES
i,1.4,Cc1cc(NC(=O)CCCN2C(=O)c3cccnc3C2=O)ccc1Br
i,-1.8,Cc1cccc(OCCC(=O)NCC(c2ccccc2)N(C)C)c1 (stereo unspecified)
i,2.6,COc1ccc(-c2csc(NC(=O)C3CSC4(C)CCC(=O)N34)n2)c(OC)c1 (stereo unspecified)
i,-0.43,COc1ccc(CNC(=O)c2cnccn2)cc1
i,-0.22,CCCCN(C(=O)c1ccco1)c1nnc(-c2cc(OC)c(OC)c(OC)c2)s1
i,0.34,S=c1[nH]nc(-c2ccco2)n1-c1cccc2ccccc12
i,0.71,CCS(=O)(=O)c1cc([N+](=O)[O-])c(Sc2ccccc2N)s1
i,1.2,COc1ccc(C(=O)COC(=O)CN2C(=O)c3ccccc3C2=O)c(OC)c1
i,1.1,Cn1c(SCc2ccccc2)nc2c1c(=O)[nH]c(=O)n2C
i,0.33,NC1=C(c2ccc(F)cc2)C(=O)CS1
i,0.79,COc1ccc(C2/C(=C(/O)c3ccc4c(c3)CC(C)O4)C(=O)C(=O)N2CCN2CCOCC2)cc1 (stereo unspecified)
i,0.1,CCOc1ccc(N2CC(C(=O)N/N=C/c3sccc3C)CC2=O)cc1 (stereo unspecified)
i,2.1,Cc1ccc(/C=N/n2c(C3CCCCC3)n[nH]c2=S)cc1
i,1.3,O=C(Nc1ccc(F)cc1)N1CCn2c(nc3ccccc32)C1
i,0.52,CCc1ccccc1Nc1ccc(C(=O)O)cc1N

(next part)
KCNQ2 block,Kir21 inh,SMILES
i,0.13,O=C(CSc1n[nH]c(-c2ccco2)n1)Nc1ccccc1
i,-1.8,O=c1c2ccccc2cnn1Cc1n[nH]c(=S)n1-c1ccccc1
i,-0.17,Cc1nc2nc(SCC(=O)C(C)(C)C)[nH]c2cc1Br
i,-0.01,Cc1ccc2c(Cl)cc(Cl)c(OCC(=O)N3CCCC3)c2n1
i,-2.5,CCCCN(C)C(=O)c1ccc(CS(=O)(=O)c2ccccc2C)o1
i,0.1,Cc1ccc(C(=O)NNC(=O)C2CC2)cc1Br
i,-0.93,Fc1ccccc1CSc1ccc(-c2ccco2)nn1
i,-2.6,Cc1cc(C)cc(-n2c(C)cc(/C=N/NC(=O)CSc3ncccn3)c2C)c1
i,-0.2,COc1ccc(-n2c(=O)[nH]cc(C(=O)Nc3ccc(NC(C)=O)cc3)c2=O)cc1
i,-0.53,CCO/C=C/C(O)(CNC(=O)COc1ccccc1F)C(F)(F)F (stereo unspecified)
i,-1.1,CC(C)OC(=O)c1c(NC(=O)c2cnn3c2NC(c2ccccc2)CC3C(F)(F)F)sc2c1CCCC2 (stereo unspecified)
i,0.95,Cn1nccc1NC(=O)CSCC(=O)O
i,1.9,COc1cccc(F)c1C(=O)NC(=O)Nc1ccc2nc(C)oc2c1
i,0.23,Cc1cccc(C)c1NC(=S)N/N=C/c1ccccc1C(=O)O
i,-1.7,CCn1c(/C=C/N(C)c2ccccc2)[n+](CC)c2ccc(Cl)cc21

(list continues)
KCNQ2 block,Kir21 inh,SMILES
i,-0.86,CCOc1ccc(N(CC(=O)NCc2ccc(F)cc2)C(=O)CCC(=O)Nc2nccs2)cc1
i,2.1,S=C1NCN(Cc2cccnc2)CN1c1cccc(Cl)c1
i,0.01,O=C(Nc1ccccc1-c1ccccc1)C(=O)Nc1ccccc1-c1ccccc1
i,0.74,CS(=O)(=O)c1ccc(Cl)c(NC(=O)COC(=O)CNC(=O)c2sc3ccccc3c2Cl)c1
i,0.56,Cc1ccccc1CNC(=O)C1CCC(=O)N(C2CC2)C1 (stereo unspecified)
i,0,CCc1ccc(NC(=O)/C(C#N)=C\c2ccc(OC)c(C(=O)O)c2)cc1
i,-0.51,C=C(C)COc1ccc(-c2ncnc(C(F)(F)F)c2-c2ccccc2)c(O)c1
i,-0.87,CC(=O)Nc1ccc(N(C)C)cc1[N+](=O)[O-]
i,-1.1,CC(c1nnc(SCC(=O)Nc2cc([N+](=O)[O-])ccc2F)n1Cc1ccccc1)N(C)C (stereo unspecified)
i,0.98,COC(=O)c1c(NC(=O)/C=C/C(=O)O)sc(C)c1-c1ccc(C)c(C)c1
i,-0.87,COc1ccc2[nH]c(=O)c(CN(CC3CCCO3)S(=O)(=O)c3ccccc3F)cc2c1 (stereo unspecified)
i,-0.04,CC(=O)CSc1nc2ccc(Nc3nc(N4CCOCC4)nc(N4CCOCC4)n3)cc2s1
i,1.1,CC1(C)NC(=O)N(CC(=O)OCC(=O)Nc2cccc(F)c2)C1=O
i,-1,O=C(CSc1nc(O)cc(=O)n1-c1ccccc1)Nc1ccc(Br)cn1
i,-0.05,CCOc1cc(/C=N/NC(=O)c2cccnc2)ccc1OCC(N)=O

(next part)
KCNQ2 block,Kir21 inh,SMILES
i,-0.29,Cc1cc(C)n2nc(SCC(=O)N(C)C)nc2n1
i,-0.3,S=C(Nc1ccc2nsnc2c1)N1CCCC1
i,0.4,COc1ccc(NC(=O)c2c(N)cnn2C)cc1
i,2,CC(=O)N1CC(=O)N(Cc2ccccc2)/C(=C/c2ccccc2)C1=O
i,1.3,CCOC(=O)c1[nH]c2ccc(OCC)cc2c1NC(=O)CN1CCCC(C)C1 (stereo unspecified)
i,-1.4,CCCC(=O)NC(=S)Nc1ccccc1F
i,-0.02,COc1ccc(C(CNC(=O)c2cccc(S(=O)(=O)NCc3ccccc3)c2)N2CCOCC2)cc1 (stereo unspecified)
i,-1.9,COc1ccc(Cl)cc1NC(=O)[C@@H]1CCCN1C(=O)c1cccs1
i,-0.34,CCOCCCn1c(-c2ccc(Cl)cc2)n[nH]c1=S
i,-3.4,O=C(NCCS(=O)(=O)c1ccc(Br)cc1)c1ccccc1Cl
i,1.2,COCCNC(=O)c1ccccc1NC(=O)Cc1ccccc1[N+](=O)[O-]
i,0.86,CCn1c(COc2ccc(Cl)cc2)nnc1SCc1nc2ccccc2[nH]1
i,-0.38,c1ccc2c(c1)CCc1snnc1-2
i,-0.78,Cc1csc(NC(=O)CSc2nnc(-c3ccoc3C)n2C(C)c2ccccc2)n1 (stereo unspecified)
i,0.35,COC(=O)C(C)Oc1cc(C)ccc1COc1ccc(-n2nc(C)n(C(F)F)c2=O)cc1 (stereo unspecified)

(next part)
KCNQ2 block,Kir21 inh,SMILES
i,-1.5,Cc1c(C)n2c(SCC(=O)NC3CCCCC3)nnc2[nH]c1=O
i,-1.4,CC(=O)n1c2c(c3ccccc31)OC(N)=C(C#N)C2c1cccc(Cl)c1Cl (stereo unspecified)
i,0.02,CCC1CCCCN1CCCNC(=O)c1c(O)nc2c(C)cccn2c1=O (stereo unspecified)
i,-0.63,CCNC(=S)N/N=C/c1cccc(/C=N/NC(=S)NCC)c1
i,0.56,Cn1nnc2c(sc3nc(N4CCOCC4)c4c(c32)CCCC4)c1=O
i,0.16,Cc1ccc(NC(=O)CO/N=C/c2ccccc2C)c(C)c1
i,0.92,COCCNc1nc(=S)[nH]c2cc(OC)c(OC)cc12
i,0.65,O=C(C1CCCN(c2ncnc3c2nc2n3CCCCC2)C1)N1CCN(c2ccc(Cl)cc2)CC1 (stereo unspecified)
i,2.4,Cc1ccc(S(=O)(=O)NCCc2nnc3ccc(SCc4cccnc4)nn23)cc1
i,-0.01,Nc1c(S(=O)(=O)c2ccccc2)c2nc3ccccc3nc2n1C1CC1
i,-5.7*,CC(Oc1ccc(F)cc1)C(=O)Nc1ccccc1C(=O)NC1CC1 (stereo unspecified)
i,-1.2,C=CCc1cccc(CNc2ccc(Br)cc2)c1O
i,-1.5,COc1ccc(C2NC(=O)NC(C)=C2C(=O)Nc2cccc(C)c2C)cc1 (stereo unspecified)
i,-0.37,CC(C)CN(CC(C)C)C(=O)c1cc(S(=O)(=O)N2CCCCC2)c[nH]1
i,1.5,O=C(Nc1ccccc1N1CCOCC1)c1ccc2c(c1)C(=O)N(Cc1ccncc1)C2=O

Next structures follow:
KCNQ2 block,Kir21 inh,SMILES
i,1.1,CC(/C=N/NC(=O)c1ccccn1)=C\c1ccco1
i,1.6,CC1CCCN(C(=O)COc2ccc(Nc3ccccc3)cc2)C1 (stereo unspecified)
i,-0.83,CCOC(=O)C1CCN(C(=O)CCc2nnc3ccc(N4CCC(C)CC4)nn23)CC1
i,0.3,C/C(=N\NC(=O)c1ccc2c(c1)OCO2)c1ccc(O)cc1
i,-1,O=C(NC1CCCC1)C(c1cccnc1)N(Cc1ccccc1F)C(=O)c1csnn1 (stereo unspecified)
i,0.21,Nc1nnc2c(C(F)(F)F)nc3ccccc3n12
i,-0.05,Cc1ccc(C(=O)Nc2cc3c(cc2N2CCCCC2)n(C)c(=O)n3C)cc1
i,0,COc1ccc(-n2c(SCC#N)nc3c(sc(=S)n3-c3ccccc3)c2=O)c(OC)c1
i,-0.01,Cc1ccc(-n2ncc3c2CCCC3NC(=O)CCN2CCCC2=O)cc1C (stereo unspecified)
i,-1.2,CSc1nc2nccc(/C=C\c3ccccc3)n2n1
i,0.09,O=C(CN1CCOCC1)N/N=C/c1ccc(-c2ccc(C(=O)O)cc2)o1
i,0.11,CC(C)NC(=O)COc1nncc2ccccc12
i,0.51,CCN(CC)S(=O)(=O)c1ccc2oc(C(=O)NC(C)C)c(C)c2c1
i,0.12,CN(C)c1ccncc1C(=O)Nc1ccc(F)cc1F
i,0.14,COc1ccc(S(=O)(=O)N2CCN(C)CC2)cc1NC(=O)c1ccccc1
i,-0.29,O=C(CSc1ncnc2c1nnn2Cc1ccccc1)NC1CCCCC1

High-throughput results deposited in PubChem BioAssay by Johns Hopkins Ion Channel Center.
